ssDAF-12 act: S. stercoralis DAF-12 nuclear receptor activators, primary screen, cell-based, luminescence, HEK293, GRIP1 co-expression, lit1-tk-luc | actives 1% (n = 370,000) | HEK293 ssDAF-12/GRIP1 lit1-tk-luc reporter; % of 3 µM dafachronic acid response | AID 652126, 2013 | Nuclear hormone receptor DAF-12 (Strongyloides stercoralis) | activation, % at 6.8 µM;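 active = activation above the mean over all tested compounds plus 3 SD, cut at about 0.9% in these data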;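 also: 0% = DMSO-only wells and 100% = 3 µM delta7-dafachronic acid wells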
ADAM10 inh: human ADAM10 inhibitors, primary screen, biochemical, QFRET, HTS | Disintegrin and metalloproteinase domain-containing protein 10 (Homo sapiens), O14672 | recombinant ADAM10, EDANS/DABCYL FRET peptide cleavage, 3 h | inhibition, % at 7 µM | actives 0.62% (n = 370,000) | AID 720582, 2013;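 active = inhibition above a per-campaign cutoff equal to the mean of compounds falling between control-based bounds plus 3 SD, cut at about 20% in these data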;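 also: 0% = DMSO wells while the 100% control is not disclosed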
PLCg1 inh: PLC-gamma1 enzyme inhibitors, primary screen, biochemical, fluorescence, purified enzyme. fluorogenic substrate. inhibition, % at 12.2 µM. actives 0.84% (n = 370,000). AID 720700, 2013; in the data active = inhibition above about 9.5%
hgDAF-12 ag: H. glycines DAF-12 receptor agonists, primary screen, cell-based, luminescence, HEK293, GAL4 fusion, UAS-luciferase; AID 687014, 2013; HEK293 GAL4-hgDAF12 UAS-luciferase reporter, agonist luminescence; normalized to butyrate control; Nuclear hormone receptor DAF-12 (Heterodera glycines), GAL4 fusion; actives 1.8% (n = 370,000); activation, % at 6.8 µM;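 active = activation above a cutoff set at the mean of all screened compounds plus 3 SD, cut at about 10% in these data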;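 also: 0% = DMSO wells and 100% = sodium butyrate wells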
hcDAF-12 act: H. contortus DAF-12 nuclear receptor activators, primary screen, cell-based, luminescence, HEK293, lit1-tk-luc reporter. HEK293 hcDAF-12 lit1-tk-luc reporter; 0% DMSO, 100% Δ7-dafachronic acid. activation, % at 6.8 µM. actives 1.4% (n = 370,000);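 active = activation above the mean of all tested compounds plus 3 SD, cut at about 5.5% in these data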;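 also: 100% = response to 3 µM Δ7-dafachronic acid high control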
HGIII-sPLA2 inh: human group III sPLA2 inhibitors, primary screen, biochemical, QFRET, BODIPY PC-A2 liposome substrate | actives 0.56% (n = 370,000) | QFRET BODIPY PC-A2 liposome hydrolysis, fluorescence | inhibition, % at 12.2 µM;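 active = inhibition above mean plus 3 SD of compounds lying within the high and low control bounds, cut at about 19% in these data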;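 also: 0% = median of test compound wells and 100% = no enzyme DMSO wells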
GAA850 FXN act: FXN promoter activators, primary screen, cell-based, luciferase luminescence, HEK293 lucGAA850; activation, % at 6 µM; actives 0.56% (n = 360,000); AID 540364, 2011; HEK293 lucGAA850 FXN promoter luciferase reporter, 24 h; percent of 10 µM SAHA response;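 active = activation above the average of all compounds screened plus 3 SD, cutoff fixed separately per campaign, cut at about 7.5% in these data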;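 also: 0% = DMSO wells and 100% = 10 µM SAHA wells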
DAX1 inh-1: DAX1 (NR0B1) inhibitors, primary screen, cell-based, HEK293, Gal4-DAX1, luciferase luminescence; AID 504766, 2011; inhibition, % at 6.75 µM; Nuclear receptor subfamily 0 group B member 1 (Homo sapiens), P51843; actives 0.99% (n = 340,000); HEK293 Gal4-DAX1 luciferase reporter;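 active = inhibition above the mean over all tested compounds plus 3 SD, cut at about 4.2% in these data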;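 also: 0% = DAX1-transfected cells with DMSO and 100% = empty-vector control cells with DMSO; inhibition shows as a rise in luminescence from relieved DAX1 repression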
Target sequence (P51843 207-470 limits assumed): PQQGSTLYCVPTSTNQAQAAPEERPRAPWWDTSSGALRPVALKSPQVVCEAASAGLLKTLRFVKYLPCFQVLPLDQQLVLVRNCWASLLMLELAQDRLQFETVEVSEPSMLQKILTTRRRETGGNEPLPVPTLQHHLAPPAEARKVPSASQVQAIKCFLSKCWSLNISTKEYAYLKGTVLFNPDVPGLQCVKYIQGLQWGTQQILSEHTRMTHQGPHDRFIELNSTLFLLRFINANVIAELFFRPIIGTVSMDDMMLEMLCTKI
DAX1 inh-2: DAX1 (NR0B1) inhibitors on StAR promoter, primary screen, cell-based, luminescence, SF-1 (NR5A1), full-length DAX-1; HEK293T StAR-luciferase reporter, SF-1/DAX-1 repression relief; inhibition, % at 6.8 µM; actives 1.1% (n = 370,000); AID 652010, 2013;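 active = inhibition above the mean over all tested compounds plus 3 SD, cut at about 3.6% in these data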;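 also: 0% = DAX-1 cells with DMSO and 100% = cells lacking DAX-1 with DMSO; higher inhibition means more luminescence from relief of DAX-1 repression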
PLCb3 inh: human PLC-beta3 inhibitors, primary screen, biochemical, fluorescence; inhibition, % at 12.2 µM; Purified PLC-beta3, fluorogenic substrate; 1-phosphatidylinositol 4,5-bisphosphate phosphodiesterase beta-3 (Homo sapiens), Q01970; actives 0.18% (n = 370,000); in the data active = inhibition above about 11%;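 also: 0% = median of compound wells on plate and 100% = full blocker control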
ADAM17 inh: ADAM17 inhibitors, primary screen, biochemical, QFRET; recombinant ADAM17, EDANS/DABCYL FRET peptide cleavage; inhibition, % at 6.95 µM; Disintegrin and metalloproteinase domain-containing protein 17 (Homo sapiens), P78536; AID 720648, 2013; actives 0.83% (n = 370,000);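 active = inhibition above the mean of compounds lying between control limits plus 3 SD, set per campaign, cut at about 8.5% in these data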;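 also: 0% = DMSO-only wells as the low control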
Target sequence (P78536 215-824 limits assumed): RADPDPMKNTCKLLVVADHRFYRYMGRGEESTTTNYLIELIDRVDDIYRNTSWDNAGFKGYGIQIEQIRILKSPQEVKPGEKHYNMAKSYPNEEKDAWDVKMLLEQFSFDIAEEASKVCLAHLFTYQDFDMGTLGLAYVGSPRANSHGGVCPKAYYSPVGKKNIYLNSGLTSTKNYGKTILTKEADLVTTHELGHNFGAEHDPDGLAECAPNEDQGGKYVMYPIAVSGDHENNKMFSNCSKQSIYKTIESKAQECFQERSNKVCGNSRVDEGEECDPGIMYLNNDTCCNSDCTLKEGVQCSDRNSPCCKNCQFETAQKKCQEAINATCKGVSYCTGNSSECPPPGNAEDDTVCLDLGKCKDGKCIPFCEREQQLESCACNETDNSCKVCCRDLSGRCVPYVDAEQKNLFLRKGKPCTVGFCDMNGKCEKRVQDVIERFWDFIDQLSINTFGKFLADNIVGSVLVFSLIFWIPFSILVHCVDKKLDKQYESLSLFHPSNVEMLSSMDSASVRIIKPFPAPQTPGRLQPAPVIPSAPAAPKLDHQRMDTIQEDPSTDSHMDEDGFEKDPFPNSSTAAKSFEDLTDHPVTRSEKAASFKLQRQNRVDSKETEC
* = called active by the depositor.

How did CN(C)n1cccc1/C=C(\C#N)S(=O)(=O)c1cccc(Cl)c1 do in these assays?
ssDAF-12 act: -0.9; ADAM10 inh: 2; PLCg1 inh: -3; hgDAF-12 ag: -0.4; hcDAF-12 act: -0.2; HGIII-sPLA2 inh: -2; GAA850 FXN act: -0.6; DAX1 inh-2: 0.0; PLCb3 inh: -10; ADAM17 inh: 2

How did Cc1cccc(C)c1NC(=O)C(C1CC1)n1c(-c2ccc(C(F)(F)F)cc2)nc2ccccc21 (centres undefined) do in these assays?
ssDAF-12 act: -1.1; ADAM10 inh: -5; PLCg1 inh: 7; hgDAF-12 ag: -2.5; hcDAF-12 act: -2.5; HGIII-sPLA2 inh: 16; DAX1 inh-2: 0.3; PLCb3 inh: 5; ADAM17 inh: 2

Results for COC(=O)c1ccc(/C=C/c2c(-c3ccc(OC)cc3)oc3ccc(N4CCOCC4)cc23)cc1 ?
ssDAF-12 act: -1.2; ADAM10 inh: -138; PLCg1 inh: inactive; hgDAF-12 ag: 1.6; hcDAF-12 act: -0.2; HGIII-sPLA2 inh: 1; GAA850 FXN act: 1.6; DAX1 inh-1: 0.2; DAX1 inh-2: 0.5; PLCb3 inh: inactive; ADAM17 inh: -28

How did CCNC(=O)C1(C)CCN(C(=O)c2ccc3c(c2)OCO3)C1 (centres undefined) do in these assays?
ssDAF-12 act: -1.1; ADAM10 inh: -5; PLCg1 inh: 5; hgDAF-12 ag: -1.0; hcDAF-12 act: -1.0; HGIII-sPLA2 inh: -1; GAA850 FXN act: 0.5; DAX1 inh-2: 0.4; PLCb3 inh: 5; ADAM17 inh: 2

Results for Cc1cc(C)c2oc(C(=O)N3CCN(Cc4ccccc4)CC3)cc(=O)c2c1 ?
ssDAF-12 act: -0.7; ADAM10 inh: -13; PLCg1 inh: -11; hgDAF-12 ag: -0.8; hcDAF-12 act: -2.1; HGIII-sPLA2 inh: 4; GAA850 FXN act: 3.2; DAX1 inh-1: 1.8; DAX1 inh-2: 0.1; PLCb3 inh: -29; ADAM17 inh: -12

Results for CCCC[C@@H]1Cc2[nH][nH]c(=O)c2[C@H](c2ccc(C(C)C)cc2)O1 ?
ssDAF-12 act: -0.4; ADAM10 inh: -10; PLCg1 inh: -2; hgDAF-12 ag: 1.9; hcDAF-12 act: 1.0; HGIII-sPLA2 inh: -26; DAX1 inh-2: -1.2; PLCb3 inh: 1; ADAM17 inh: 0

What do the screens show for `COc1ccccc1C(=O)NCC(=O)NCCc1ccc(Cl)cc1`?
ssDAF-12 act: -0.6; ADAM10 inh: 0; PLCg1 inh: -2; hgDAF-12 ag: 0.2; hcDAF-12 act: -1.1; HGIII-sPLA2 inh: 4; GAA850 FXN act: -0.8; DAX1 inh-1: 0.1; DAX1 inh-2: 0.0; PLCb3 inh: -6; ADAM17 inh: -1

What do the screens show for `Cc1ccc(OCC(=O)NNC(=S)NC(=O)C(C)(C)C)c(Br)c1`?
ssDAF-12 act: -0.9; ADAM10 inh: 0; PLCg1 inh: 1; hgDAF-12 ag: -2.8; hcDAF-12 act: 1.0; HGIII-sPLA2 inh: 2; GAA850 FXN act: 1.9; DAX1 inh-1: 1.8; DAX1 inh-2: 1.1; PLCb3 inh: -1; ADAM17 inh: -1

Results for c1ccc(-c2csc(Cc3nnc4n3CCCCC4)n2)cc1 ?
ssDAF-12 act: -1.7; ADAM10 inh: 1; PLCg1 inh: -3; hgDAF-12 ag: 4.3; hcDAF-12 act: -1.0; HGIII-sPLA2 inh: 7; GAA850 FXN act: 0.2; DAX1 inh-1: 0.1; DAX1 inh-2: -0.2; PLCb3 inh: -3; ADAM17 inh: -1

What do the screens show for `CC(=O)N(C)c1cccc([N+](=O)[O-])c1`?
ssDAF-12 act: -1.2; ADAM10 inh: 2; PLCg1 inh: 1; hgDAF-12 ag: 1.8; hcDAF-12 act: -0.5; HGIII-sPLA2 inh: 2; GAA850 FXN act: 2.2; DAX1 inh-1: -0.8; DAX1 inh-2: -0.1; PLCb3 inh: 1; ADAM17 inh: 0

How did Cc1ccc(S(=O)(=O)Nc2cc(=O)[nH]c(SCC(=O)Nc3cccc(C)c3)n2)cc1 do in these assays?
ssDAF-12 act: -1.2; ADAM10 inh: -3; PLCg1 inh: -3; hgDAF-12 ag: 3.1; hcDAF-12 act: -2.7; HGIII-sPLA2 inh: -2; GAA850 FXN act: 2.2; DAX1 inh-1: 0.3; DAX1 inh-2: -0.1; PLCb3 inh: -3; ADAM17 inh: -3

Results for COCCOC(=O)c1c(NC(=O)COC(=O)c2ccc(C)o2)sc(C(N)=O)c1C ?
ssDAF-12 act: -1.4; ADAM10 inh: -10; PLCg1 inh: -4; hgDAF-12 ag: -0.8; hcDAF-12 act: -1.7; HGIII-sPLA2 inh: 18; GAA850 FXN act: -0.2; DAX1 inh-1: -0.6; DAX1 inh-2: -0.8; PLCb3 inh: -6; ADAM17 inh: -8

How did COc1cccc(C(=O)N2CCC2(C)C(=O)O)c1 (centres undefined) do in these assays?
ssDAF-12 act: -1.3; ADAM10 inh: -12; PLCg1 inh: 0; hgDAF-12 ag: -0.8; hcDAF-12 act: -0.5; HGIII-sPLA2 inh: 14; GAA850 FXN act: 0.9; DAX1 inh-2: -1.1; PLCb3 inh: -2; ADAM17 inh: 3

What do the screens show for `COc1ccc(OC)c(S(=O)(=O)N2CCN(c3ccccc3)CC2)c1`?
ssDAF-12 act: -1.4; ADAM10 inh: 2; PLCg1 inh: 1; hgDAF-12 ag: -1.2; hcDAF-12 act: -0.3; HGIII-sPLA2 inh: -10; GAA850 FXN act: 1.9; DAX1 inh-1: 0.0; DAX1 inh-2: 0.0; PLCb3 inh: -3; ADAM17 inh: -2

Results for CCN(c1ccccc1)S(=O)(=O)c1nnc(NC(=O)C(C)(C)C)s1 ?
ssDAF-12 act: -0.7; ADAM10 inh: -2; PLCg1 inh: -1; hgDAF-12 ag: 1.2; hcDAF-12 act: -1.8; HGIII-sPLA2 inh: -8; GAA850 FXN act: 1.9; DAX1 inh-1: -1.3; DAX1 inh-2: 0.0; PLCb3 inh: -8; ADAM17 inh: -1

Results for COC(=O)c1ccc(NC(=O)c2cccnc2)cc1 ?
ssDAF-12 act: -1.4; ADAM10 inh: -1; PLCg1 inh: -1; hgDAF-12 ag: 0.0; hcDAF-12 act: -1.2; HGIII-sPLA2 inh: -4; GAA850 FXN act: -0.7; DAX1 inh-1: -1.1; DAX1 inh-2: -0.8; PLCb3 inh: -10; ADAM17 inh: -3

Results for Cc1[nH][nH]c(=O)c1C(c1cc2c(cc1Br)OCO2)c1c(C)[nH][nH]c1=O ?
ssDAF-12 act: -0.8; ADAM10 inh: -6; PLCg1 inh: 0; hgDAF-12 ag: -5.6; hcDAF-12 act: -1.1; HGIII-sPLA2 inh: -56; GAA850 FXN act: -2.7; DAX1 inh-1: 0.3; DAX1 inh-2: 0.0; PLCb3 inh: 2; ADAM17 inh: -4

Results for COc1cccc(-c2nc(CS(=O)(=O)CC(=O)Nc3ccc(C(C)=O)cc3)c(C)o2)c1 ?
ssDAF-12 act: -1.4; ADAM10 inh: 4; PLCg1 inh: -4; hgDAF-12 ag: -1.9; hcDAF-12 act: -3.4; HGIII-sPLA2 inh: -34; GAA850 FXN act: 0.7; DAX1 inh-1: 0.3; DAX1 inh-2: -0.3; PLCb3 inh: -9; ADAM17 inh: -3

How did O=C(CCN1CCN(c2ccccc2F)CC1)Nc1ccc2c(c1)OCO2 do in these assays?
ssDAF-12 act: -1.1; ADAM10 inh: 5; PLCg1 inh: 4; hgDAF-12 ag: 0.2; hcDAF-12 act: -1.3; HGIII-sPLA2 inh: -3; GAA850 FXN act: 1.6; DAX1 inh-1: -0.2; DAX1 inh-2: 0.5; PLCb3 inh: 4; ADAM17 inh: -1

How did O=C1C(=O)N(CCCn2ccnc2)C(c2cccc(Br)c2)/C1=C(\O)c1ccc2c(c1)OCCO2 (centres undefined) do in these assays?
ssDAF-12 act: -0.9; ADAM10 inh: 9; PLCg1 inh: -2; hgDAF-12 ag: -0.1; hcDAF-12 act: -0.3; HGIII-sPLA2 inh: -5; GAA850 FXN act: -1.2; DAX1 inh-1: 0.4; DAX1 inh-2: 1.2; PLCb3 inh: -9; ADAM17 inh: 0

How did O=C1NC[C@H](Cc2ccc(O)cc2)N(C[C@@H]2CCCN2C[C@H](Cc2ccccc2)N2C[C@H](Cc3ccccc3)N(CCc3ccccc3)C(=O)C2=O)C1=O do in these assays?
ssDAF-12 act: -1.5; ADAM10 inh: -9; PLCg1 inh: -1; hgDAF-12 ag: -3.3; hcDAF-12 act: -3.0; HGIII-sPLA2 inh: 6; DAX1 inh-2: 0.1; PLCb3 inh: -2; ADAM17 inh: -1

How did CCCCNC(=O)c1cc2ccccc2s1 do in these assays?
ssDAF-12 act: -1.4; ADAM10 inh: 7; PLCg1 inh: 1; hgDAF-12 ag: 5.4; hcDAF-12 act: -1.9; HGIII-sPLA2 inh: -4; GAA850 FXN act: 3.0; DAX1 inh-1: 0.3; DAX1 inh-2: 0.2; PLCb3 inh: 6; ADAM17 inh: -1

How did CCOc1ccc(NC(=O)c2cc3c(=O)n(C)c4ccccc4c3n2C)cc1 do in these assays?
ssDAF-12 act: 0.1; ADAM10 inh: -3; PLCg1 inh: 1; hgDAF-12 ag: 2.3; hcDAF-12 act: -1.9; HGIII-sPLA2 inh: -2; GAA850 FXN act: 0.0; DAX1 inh-1: 0.6; DAX1 inh-2: 0.4; PLCb3 inh: 4; ADAM17 inh: -1

Results for CCC(C)c1ccccc1N1CC(C(=O)NCCCn2nc(C)cc2C)CC1=O (centres undefined) ?
ssDAF-12 act: -1.1; ADAM10 inh: 6; PLCg1 inh: 1; hgDAF-12 ag: -1.6; hcDAF-12 act: 0.9; HGIII-sPLA2 inh: -5; GAA850 FXN act: -0.2; DAX1 inh-1: -0.3; DAX1 inh-2: 0.8; PLCb3 inh: -6; ADAM17 inh: -1

Assay outcomes: PubChem BioAssay, The Scripps Research Institute Molecular Screening Center
